From PubChem
Diaphorase act: counter-screen for diaphorase-based assays: diaphorase activators and chemical reducers | Diaphorase/resazurin coupled assay, resorufin fluorescence, 16 min; stronger effect = higher value; 1 = vehicle wells, 0 = NADH-free wells | activation factor at 20 µM | 190,000 tested, 0.005% active | AID 1229;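 active = diaphorase activity raised at least twofold by the compound at 20 µM; inactive = activation factor below 2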
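System – purified diaphorase enzyme from Clostridium kluyveri · Input – enzyme 0.07 U/mL final · Also added – final NADH 0.114 mM, resazurin 0.1 mM · Measured by – fluorescence of resorufin, 544 nm excitation, 590 nm emission · Timing – 16 min enzyme reaction, ambient temperature · Measure – resorufin increase flagging diaphorase activators or reducers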
TNAP inh hiacc: blocks human TNAP under high phosphate acceptor concentration. P05186. purified TNAP, CDP-star luminescence, 1 M DEA. inhibition, % at 20 µM. 200,000 tested, 0.03% active;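 active = over 50% inhibition of tissue-nonspecific alkaline phosphatase at 20 µM in the single-dose screen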;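 also: plate controls were DMSO wells for no effect and EDTA-quenched wells as full inhibition for full effect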
Target sequence (P05186 whole entry, looked up): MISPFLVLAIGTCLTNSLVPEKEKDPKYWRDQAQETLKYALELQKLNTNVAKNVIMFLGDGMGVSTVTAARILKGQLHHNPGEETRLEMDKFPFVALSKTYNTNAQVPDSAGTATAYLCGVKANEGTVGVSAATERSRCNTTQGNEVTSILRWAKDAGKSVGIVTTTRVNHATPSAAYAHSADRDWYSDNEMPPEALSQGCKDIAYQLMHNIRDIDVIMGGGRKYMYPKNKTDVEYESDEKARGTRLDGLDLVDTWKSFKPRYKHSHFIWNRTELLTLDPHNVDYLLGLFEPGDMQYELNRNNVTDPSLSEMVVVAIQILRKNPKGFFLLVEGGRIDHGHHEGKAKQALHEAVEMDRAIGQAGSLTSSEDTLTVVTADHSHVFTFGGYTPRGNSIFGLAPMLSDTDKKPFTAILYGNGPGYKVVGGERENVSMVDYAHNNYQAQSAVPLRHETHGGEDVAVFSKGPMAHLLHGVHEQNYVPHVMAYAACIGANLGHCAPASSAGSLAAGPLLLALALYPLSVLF
Diaph inh CS: counter-screen for diaphorase-based assays: diaphorase inhibitors and chemical oxidizers; AID 1217; diaphorase resazurin-to-resorufin fluorescence, NADH, 16 min; bacterial (C. kluyveri) enzyme, not human; inhibition, % at 20 µM; 190,000 tested, 0.69% active;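 active = primary screen inhibition at 20 µM above a set limit, cut at about 50% in these data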;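 also: plate controls were DMSO with full reaction for no effect and wells lacking NADH for full effect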
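material = Clostridium kluyveri diaphorase enzyme | amount = 0.14 U/mL diaphorase, enzyme working solution | schedule = incubation 16 min, room temperature | detection = fluorescence of resorufin formed from resazurin, Ex 544/Em 590 nm | benchmarks = positive control minus NADH, DMSO neutral control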
PMI act hi M6P: activators of human phosphomannose isomerase at near-saturating mannose 6-phosphate; P34949; coupled PMI enzyme assay, resazurin fluorescence, 20 min; stronger effect = higher value; 1 = untreated enzyme, 0 = substrate-free blank; activation factor at 20 µM; 190,000 tested, 0.34% active; AID 1216;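 active = activation factor of 2 or more at 20 µM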
Target sequence (P34949 whole entry, looked up): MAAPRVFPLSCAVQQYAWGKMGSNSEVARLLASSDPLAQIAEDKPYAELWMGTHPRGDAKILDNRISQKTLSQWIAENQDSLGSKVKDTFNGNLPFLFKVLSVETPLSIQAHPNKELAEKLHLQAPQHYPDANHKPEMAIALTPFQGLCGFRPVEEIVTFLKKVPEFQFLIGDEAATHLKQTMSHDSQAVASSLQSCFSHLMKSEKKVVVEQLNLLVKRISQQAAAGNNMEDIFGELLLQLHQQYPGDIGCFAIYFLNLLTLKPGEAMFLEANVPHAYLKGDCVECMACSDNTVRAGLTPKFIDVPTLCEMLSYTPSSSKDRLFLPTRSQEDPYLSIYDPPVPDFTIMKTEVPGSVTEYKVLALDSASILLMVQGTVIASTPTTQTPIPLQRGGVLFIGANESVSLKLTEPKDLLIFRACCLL
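Test system: human PMI in coupled enzyme assay; Input: PMI at 15 ng/mL final; Medium: HEPES buffer, pH 7.4; Schedule: 20 min incubation at room temperature; Technique: resorufin fluorescence at Ex 544/Em 590 nm; Compound: 20 µM single dose; Probe or stimulus: Near-saturating mannose-6-phosphate, 1.0 mM.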
TNAP inh noacc: inhibitors of human TNAP without phosphate acceptor; AID 1012; 200,000 tested, 0.26% active; purified TNAP, CDP-star luminescence, 30 min; inhibition, % at 20 µM;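 active = tissue-nonspecific alkaline phosphatase inhibition above about 50% at 20 µM in the single-dose screen, limit read from the data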;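 also: 0% = DMSO negative control and 100% = EDTA positive control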
TNAP act hiacc: activators of human TNAP at high phosphate acceptor concentration; AID 1136; purified TNAP, CDP-star luminescence, 1 M DEA, 30 min; stronger effect = higher value; 0 = EDTA background, 1 = DMSO-only activity; 200,000 tested, under 10 active; activation factor at 20 µM;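 active = activation factor at least 2 at 20 µM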
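Test system – human TNAP · Doses – 20 µM single point · Incubation – 30 min, room temperature · Signal – luminescent substrate turnover signal · Read-out basis – activation factor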
bIAP activator: intestinal alkaline phosphatase (bovine) activation; activation factor at 20 µM; purified bovine IAP, CDP-star luminescence, 30 min; stronger effect = higher value; fold of DMSO-control signal, blank-subtracted; 200,000 tested, 0.17% active;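 active = activation factor of 2 or more at 20 µM, a signal rise over negative controls twice the positive control's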
Lmaj promast: inhibitors of Leishmania major promastigote growth; Leishmania major promastigotes, resazurin fluorescence viability; inhibition, % at 10 µM; 200,000 tested, 9% active; AID 1063; in the data active = inhibition above about 50%;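 also: promastigotes grown with compound for 44 hours at 28 °C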
PMI act: phosphomannose isomerase (human) activation. P34949. purified human PMI, coupled resazurin fluorescence, 20 min; stronger effect = higher value; 1 = vehicle control, 0 substrate-free wells. activation factor at 20 µM. 190,000 tested, 0.005% active;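 active = activation factor of 2 or more at 20 µM, relative to plate controls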
bIAP inhibitor: blocks bovine intestinal alkaline phosphatase activity; 190,000 tested, under 10 active; AID 1019; inhibition, % at 20 µM; purified bovine IAP, CDP-star luminescence, 30 min;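 active = over 50% inhibition of intestinal alkaline phosphatase at 20 µM in the single-dose screen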
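Assay system – bovine IAP enzyme · Quantity – bovine IAP at 1/65,000,000 final dilution · Detection – CDP-star luminescence signal · Times – 30 min reaction at room temperature · Also added – CDP-star substrate at 30 µM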
* = called active by the depositor. The order is random; overall some 10% were active at least once.

The opening two compounds, to show the layout:
SMILES	Diaphorase act	TNAP inh hiacc	Diaph inh CS	PMI act hi M6P	TNAP inh noacc	TNAP act hiacc	bIAP activator	Lmaj promast	PMI act	bIAP inhibitor
COc1ccc(C(=O)NCc2ccccc2OC)c(OC)c1	0.9	-2	9	0.9	-16	1	0.8	8	1	20
Nc1ccccc1SCc1ccccc1	1	2	4	1.2	-3	1	0.8	6	1.2	20

The list itself, repeating the preview:
SMILES	Diaphorase act	TNAP inh hiacc	Diaph inh CS	PMI act hi M6P	TNAP inh noacc	TNAP act hiacc	bIAP activator	Lmaj promast	PMI act	bIAP inhibitor
COc1ccc(C(=O)NCc2ccccc2OC)c(OC)c1	0.9	-2	9	0.9	-16	1	0.8	8	1	20
Nc1ccccc1SCc1ccccc1	1	2	4	1.2	-3	1	0.8	6	1.2	20
Cn1c(=O)c2[nH]c(N3CCOCC3)nc2n(-c2ccccc2)c1=O	0.9	1	7	0.9	-5	1	1	-3	0.9	4
CCOC(=O)N1CCC(NC(=O)c2cnn3c2NC(c2ccco2)CC3C(F)(F)F)CC1 (centres undefined)	0.8	3	16	1.3	4	1	1.1	-1	1	-10
CN(c1ccc(C(=O)O)cc1)S(=O)(=O)c1ccccc1	1	-1	2	1	-6	1	1	-10	1	4
CCN1CCN(c2cc(C)c3cc(NC(=S)N4CCN(c5ccccc5F)CC4)ccc3n2)CC1	1	-6	5	1	-16	1.1	1.1	99*	1	-12
CCOc1ccc(S(=O)(=O)Nc2ccc(Cl)cn2)c(C)c1C	0.9	-5	14	0.9	-12	1	0.9	-7	0.9	13
Fc1ccc(-n2nnc(-c3ccnc4ccccc34)n2)cc1	1	-2	4	1.1	-3	1	0.9	-5	1.1	11
CCOc1ccc(N2C(=O)CS/C2=C(\C(Cl)=C(Cl)Cl)[N+](=O)[O-])cc1	0.8	15	17	1	1	0.8	0.8	-4	0.9	19
COc1ccc(-c2cc(C(F)(F)F)nc(N)n2)cc1	1	1	2	0.9	-2	1	1.1	-8	0.9	-10
CC1CCN(CCCCOc2cccc(Br)c2)CC1	1	-4	-4	1.2	-10	1	0.9	95*	1.1	10
CCOC(=O)N1CCN(C(=O)c2cc3c(-c4ccc(Cl)cc4)nn(C)c3s2)CC1	0.7	-6	29	0.9	-7	1.1	1	11	0.9	-3
C=CCN(CC=C)C(=S)Nc1ccc2nsnc2c1	0.8	-4	19	0.4	-6	1	1.1	7	0.8	-9
CSc1ccc(/C=N/NC(=O)CNc2cccc3ccccc23)cc1	0.8	-4	17	0.8	-12	1	0.8	-3	0.8	24
CCOC(=O)c1c(-n2c(C)cc(C=O)c2C)sc2c1CCCC2	0.7	0	30	0.9	-1	1	1	96*	0.9	-2

Some of these compounds in order of SMILES length, low to high:
SMILES	Diaphorase act	TNAP inh hiacc	Diaph inh CS	PMI act hi M6P	TNAP inh noacc	TNAP act hiacc	bIAP activator	Lmaj promast	PMI act	bIAP inhibitor
Nc1ccccc1SCc1ccccc1	1	2	4	1.2	-3	1	0.8	6	1.2	20
CC1CCN(CCCCOc2cccc(Br)c2)CC1	1	-4	-4	1.2	-10	1	0.9	95*	1.1	10
C=CCN(CC=C)C(=S)Nc1ccc2nsnc2c1	0.8	-4	19	0.4	-6	1	1.1	7	0.8	-9
COc1ccc(-c2cc(C(F)(F)F)nc(N)n2)cc1	1	1	2	0.9	-2	1	1.1	-8	0.9	-10
Fc1ccc(-n2nnc(-c3ccnc4ccccc34)n2)cc1	1	-2	4	1.1	-3	1	0.9	-5	1.1	11
CN(c1ccc(C(=O)O)cc1)S(=O)(=O)c1ccccc1	1	-1	2	1	-6	1	1	-10	1	4
CCOc1ccc(S(=O)(=O)Nc2ccc(Cl)cn2)c(C)c1C	0.9	-5	14	0.9	-12	1	0.9	-7	0.9	13
CCOC(=O)c1c(-n2c(C)cc(C=O)c2C)sc2c1CCCC2	0.7	0	30	0.9	-1	1	1	96*	0.9	-2
Cn1c(=O)c2[nH]c(N3CCOCC3)nc2n(-c2ccccc2)c1=O	0.9	1	7	0.9	-5	1	1	-3	0.9	4
CCOC(=O)N1CCN(C(=O)c2cc3c(-c4ccc(Cl)cc4)nn(C)c3s2)CC1	0.7	-6	29	0.9	-7	1.1	1	11	0.9	-3
CCOc1ccc(N2C(=O)CS/C2=C(\C(Cl)=C(Cl)Cl)[N+](=O)[O-])cc1	0.8	15	17	1	1	0.8	0.8	-4	0.9	19
CCN1CCN(c2cc(C)c3cc(NC(=S)N4CCN(c5ccccc5F)CC4)ccc3n2)CC1	1	-6	5	1	-16	1.1	1.1	99*	1	-12

Further structures
SMILES	Diaphorase act	TNAP inh hiacc	Diaph inh CS	PMI act hi M6P	TNAP inh noacc	TNAP act hiacc	bIAP activator	Lmaj promast	PMI act	bIAP inhibitor
N#C/C(=N\Nc1ccc(Cl)cc1)C(=O)c1ccccc1	0.8	4	23	1.1	4	1	0.8	-1	1	18
CS(=O)(=O)N(CC(=O)NC1CCCCC1)c1cccc(F)c1	0.9	-3	7	0.9	-9	1	0.9	-4	1	6
Cc1ccc(S(=O)(=O)N(C)C)cc1NC(=O)c1cc(=O)[nH]c2ccccc12	0.8	-1	16	1.1	-3	1	1.1	-1	1.1	-14
COc1ccc(Nc2ccccc2N)cc1	0.7	5	28	1	3	0.9	1.8	92*	1.1	-85
c1ccc(Oc2ccc(-c3ccnc4ncnn34)cc2)cc1	1.2	-6	-20	1	-2	1.1	0.9	-2	1.1	12
COc1ccccc1C(=O)Nc1nnc(C)s1	1	-4	5	1	-6	1	1.9	2	1	-93
O=Cc1cn(Cc2ccccc2)nc1-c1cccnc1	1	5	5	0.9	7	1	1.1	-2	1	-10
CCCCc1cc2c(c(NC(=O)CC)n1)c(=O)oc1ccccc12	0.9	4	5	1	-3	1	0.9	-3	0.9	13
Cc1ccc(C(=O)OCC(=O)c2ccc[nH]2)s1	1	-1	-3	1.1	-14	1	1	17	1.1	-1
Cc1ccc(S(=O)(=O)/N=C/N(C)C)cc1	0.9	-2	12	1	-13	1	1.1	-1	1	-11
COC(=O)Nc1ccc(C)cc1NC(=O)OC	1	-6	3	1	-2	1.1	0.9	-2	1	11
CC(C)Cn1c(=O)oc2ccccc21	0.8	-4	17	0.9	-6	1	1	-5	0.9	5
CC(C)c1[nH]nc2c1C(c1ccc(OC(=O)c3ccco3)cc1)C(C#N)=C(N)O2 (centres undefined)	0.8	16	20	0.9	1	0.8	0.8	29	0.8	25
COc1ccc(CNc2nc(-c3cccnc3)nn2S(C)(=O)=O)cc1	1	-4	-1	1.1	-4	1	1	10	1.2	4
Cc1ccc(CC(=O)NCC(C)C)cc1	0.9	3	8	0.9	-4	1	0.9	1	0.8	12
CCOC(=O)C1=C(N)OC2=C(C(=O)CC(C)(C)C2)C1c1ccccc1OCC#N (centres undefined)	1	-1	2	1	-7	1	1	-1	1	3
O=C(O)c1ccc(CSc2nc3ccc(N4C(=O)C5C6C=CC(C6)C5C4=O)cc3s2)cc1 (centres undefined)	1	-2	2	1.1	-10	1	1	49	1.1	0
CCOc1cc(S(=O)(=O)n2ccnc2)ccc1Br	1	1	-4	1	3	1	1.3	15	1	-26
O=C(O)CCS(=O)(=O)Cc1ccccc1F	1	0	-1	1	-7	1	1.1	-7	1	-10
CC1CCCN(S(=O)(=O)c2ccc(C(=O)Nc3nnc(-c4ccccc4Cl)o3)cc2)C1 (centres undefined)	0.8	-3	16	1.1	-3	1	1	100*	1	5
CC(=O)c1ccc(NC(=S)NC(NC(=O)c2ccco2)C(Cl)(Cl)Cl)cc1 (centres undefined)	0.9	-4	11	1	9	1	0.9	4	0.9	11
COc1ccccc1CNC(=O)CS(=O)Cc1nc(-c2ccccc2C)oc1C (centres undefined)	0.8	-6	22	1	-12	1.1	1.1	-1	0.9	-6
C=CCOc1ccccc1CNc1ccc2[nH]c(=O)[nH]c2c1	0.6	-2	42	0.7	-3	1	0.9	-5	0.8	11
CN(C)S(=O)(=O)N1CCC(Oc2ccc(C(=O)NC3CCCCC3)cc2)CC1	0.8	-5	16	1	-5	1	1.1	5	1	-5
C=CCn1cc(-c2cccc(C(F)(F)F)c2)cc(C#N)c1=O	1.1	-4	-7	1	-7	1	1.1	10	1.2	-5
O=C(CSc1nnc(C2CC2)n1-c1ccccc1)NCCN1C(=O)CSC1=O	1	-4	0	1.1	-22	1	1	3	1.1	4
COc1ccc(-c2cc(-c3nnc(-c4ccncc4)o3)c3ccccc3n2)cc1	0.9	0	11	1	-11	1	0.9	33	0.9	14
CS/C(=N\S(=O)(=O)c1cccs1)Nc1cccc(Cl)c1C	0.8	-2	16	1.1	2	1	0.8	-2	1	24
O=C(CN(c1ccccc1)S(=O)(=O)c1ccccc1)Nc1ccccc1C(=O)NCc1ccco1	0.9	-4	9	0.9	-13	1	0.9	39	0.9	12
CCOC(=O)C1CCCN(C(=O)c2cc(Nc3ccc(OC)cc3OC)nc3ccccc23)C1 (centres undefined)	0.8	-6	16	1	-9	1.1	1.1	11	0.9	-13
Cc1csc(NC(=O)C2CCCN2C(=O)OCC(C)C)n1 (centres undefined)	0.9	2	11	0.9	-2	1	1	3	0.9	-1
